FEN1 inhibitor: inhibitors of human flap endonuclease 1 | Recombinant FEN1 flap cleavage, fluorescence, 15 min | P39748 | Potency, µM (top dose mostly 114 µM), for the others: top-dose activity change, negative = inhibition, hits mostly inhibitors | AID 588795 | 390,000 compounds, 0.35% hits; note: nearly all actives have a fitted effect of over 65% in size
Target sequence (P39748 whole entry, looked up): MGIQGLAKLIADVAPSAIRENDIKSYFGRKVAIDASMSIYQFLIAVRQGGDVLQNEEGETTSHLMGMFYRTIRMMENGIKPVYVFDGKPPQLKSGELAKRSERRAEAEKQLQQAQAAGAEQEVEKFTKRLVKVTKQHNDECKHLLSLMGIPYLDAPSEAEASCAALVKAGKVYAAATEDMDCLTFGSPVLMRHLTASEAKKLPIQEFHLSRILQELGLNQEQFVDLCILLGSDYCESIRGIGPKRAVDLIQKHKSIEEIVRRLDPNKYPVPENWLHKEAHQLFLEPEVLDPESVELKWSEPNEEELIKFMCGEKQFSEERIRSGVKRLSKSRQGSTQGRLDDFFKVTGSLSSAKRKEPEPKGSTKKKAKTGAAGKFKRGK
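FEN1 at 10 nM, compound pretreatment for 15 min (room temperature), 50 nM final substrate to initiate; endpoint reads at 0 and 15 min; DMSO-only plates used as vehicle background.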
TDP1 inh: inhibitors of human tyrosyl-DNA phosphodiesterase TDP1; AID 485290; Q9NUW8; recombinant TDP1, AlphaScreen DNA substrate cleavage; 350,000 compounds, 0.28% hits; Potency, µM (doses to about 130 µM), for inactives: top-dose activity change, negative = inhibition, actives largely listed as inhibitors; note: nearly all actives have a fitted effect of over 40% in size
Target sequence (Q9NUW8 whole entry, looked up): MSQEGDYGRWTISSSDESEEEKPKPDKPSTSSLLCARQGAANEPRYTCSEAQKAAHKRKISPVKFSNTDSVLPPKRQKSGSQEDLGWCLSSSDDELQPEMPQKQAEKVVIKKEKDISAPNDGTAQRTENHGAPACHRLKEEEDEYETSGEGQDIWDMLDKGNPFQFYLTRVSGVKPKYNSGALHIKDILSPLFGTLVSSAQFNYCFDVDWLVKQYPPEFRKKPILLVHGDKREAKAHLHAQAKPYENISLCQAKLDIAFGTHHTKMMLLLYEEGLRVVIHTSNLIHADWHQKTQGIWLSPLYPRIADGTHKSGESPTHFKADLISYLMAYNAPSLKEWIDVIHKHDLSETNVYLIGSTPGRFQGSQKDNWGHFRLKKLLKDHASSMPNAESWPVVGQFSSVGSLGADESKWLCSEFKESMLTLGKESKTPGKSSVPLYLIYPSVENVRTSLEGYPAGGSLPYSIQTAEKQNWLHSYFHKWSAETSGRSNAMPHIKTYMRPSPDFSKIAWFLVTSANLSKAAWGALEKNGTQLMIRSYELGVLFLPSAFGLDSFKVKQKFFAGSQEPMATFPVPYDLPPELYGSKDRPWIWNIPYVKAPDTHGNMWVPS
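Steps: enzyme plus compound, 15 min RT; add biotin/phosphotyrosine-FITC oligonucleotide (15 nM final), react 5 min; add donor/acceptor beads (10 ug/ml final), 10 min; read AlphaScreen. Tdp1 at 1 nM final.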
N370S GC mod: inhibits or activates N370S mutant glucocerebrosidase; AID 2101; Potency, µM (series often up to 59.4 µM), for the others: top-dose activity change, negative = inhibition, hits mostly inhibitors; P04062; 330,000 compounds, 0.092% hits; N370S GC spleen homogenate, 4MU-glucoside fluorescence;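 note: 0% = full enzyme activity and -100% = no enzyme basal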
An asterisk follows results filed as active; ? = inconclusive; · = no result given; & = joins results of further samples; [ ] = another dose, or the depositor's remark. Calls come from the whole dose curve; as a rule, active = well fitted curve in the direction sought with a large enough effect; inconclusive = small, poorly fitted or top-dose-only effect, or another doubt; inactive = no such curve, though single readings can be large; an effect the other way counts as inactive or inconclusive. Unless noted, % is set by controls: 0 for no effect and ±100 for the full control effect; potency is the fitted concentration of half-maximal effect.

FEN1 inhibitor | TDP1 inh | N370S GC mod | mol
7.7% | 4.8% | 2.2% | Cc1cc(NC(=O)CCC(=O)N(CCC(C)C)CC(=O)NCC2CCCO2)no1 (stereo unspecified)
18.3% | 2.2% | · | COc1ccc(NC(=O)CSc2nncs2)cc1S(=O)(=O)N1CCCCC1
0.6% | 0.0% | 2.8% | O=C(NCc1ccccc1)c1c[nH]c2cc3c(cc2c1=O)OCCO3
-2.0% | -1.2% | 6.7% | CC(NC(=O)CSc1nnc(-c2cc3cc(Cl)ccc3o2)n1C)c1ccccc1 (stereo unspecified)
-6.2% | 7.1% | · | CCCCc1c(C)nc2c(-c3ccc(OC)cc3)c(C)[nH]n2c1=O
8.4% | -5.1% | 5.2% | N#CCCN(/N=C/c1cccnc1)C1=NS(=O)(=O)c2ccccc21
-1.6% | 7.8% | -3.3% | O=[N+]([O-])c1ccc(O)c(CSc2nnnn2-c2ccccc2)c1
-3.5% | 4.3% | 2.1% | N#Cc1ccsc1NC(=O)C1CCCN1S(=O)(=O)c1cccs1 (stereo unspecified)
-12.6% | 2.0% | 6.9% | Nc1nc(SCC(=O)NCCCO)nc2sc3c(c12)CCC3
-5.9% | ? | ? | Cc1ccc(NC(=O)CSc2ccccc2NC(=O)c2ccccc2Cl)cc1Cl
-15.3% | 3.5% | -12.3% | CCOc1ccccc1C(=O)Nc1ccc(C(=O)c2ccccc2)cc1
-2.5% | 2.7% | 0.6% | O=C(CN1CCOCC1)Nc1cc([N+](=O)[O-])ccc1Cl
9.6% | 8.3% | -15.0% | CCCCCCCC(=O)N/N=C(/C)c1c(O)cc(C)oc1=O
-19.9% | 2.7% | 5.8% | CCOC(=O)C1=C(C)N(C)C(C)=C(C(=O)OCC)C1c1ccc(Cl)cc1
3.6% | 2.6% | 0.3% | COC(=O)CSc1nc2ncc(Cl)cc2[nH]1
12.7% | 1.3% | -3.7% | Cc1nc(N)sc1C(=O)N/N=C/c1ccc([N+](=O)[O-])cc1
· | 14.7%[56.1 µM] | 1.5% | OC[C@H]1O[C@@H](n2cnc3c(NC4CCCC4)ncnc32)[C@H](O)[C@H]1O
· | 2.4% | 2.2% | CCCn1c(=O)c(C(=O)Nc2cnccn2)c(O)c2ccccc21
-2.8% | 2.2% | -12.3% | COc1ccc(C)cc1S(=O)(=O)N(C)CC(=O)N1CCCCCC1
4.4% | 0.0% | -4.9% | Cc1occc1C(=O)N1CCN(S(C)(=O)=O)CC1
3.1% | 2.5% | 5.1% | CN1CCN(NC(=S)Nc2ccccc2)CC1
-3.0% | -1.2% | 0.0% | Cc1ccc(S(=O)(=O)N2CCC(C(=O)NNC(=O)c3ccccc3)CC2)cc1
4.2% | 1.2% | 17.3% | CN(C)/C(=N\OC(=O)c1ccccc1)c1nonc1N
16.0% | -7.0% | · | COc1ccc2nc(NC(=O)c3nc(SCc4ccccc4F)ncc3Cl)sc2c1
-1.2% | -0.9% | · | COc1ccc(NC(=O)Cn2c(=O)n(CCc3ccccc3)c(=O)c3c4c(sc32)CCCC4)cc1
· | 0.8%[0.0935 µM] | 1.4% | O=[N+]([O-])c1cc(C=Nc2cccc3c(O)cccc23)ccc1Cl
0.1% | 2.6% | 10.4% | O=C(NCc1ccc2c(c1)OCO2)c1cc2ccccc2oc1=O
0.3% | 9.8% | 10.5% | COc1ccc2nc(NC(=O)C3CCCN(S(=O)(=O)c4cccc5nonc45)C3)sc2c1 (stereo unspecified)
1.4% | -5.8% | -7.2% | Brc1ccc(/C=C/C=N/Nc2nc3ccccc3s2)cc1
-9.9% | -4.4% | · | COc1cc(NC(=O)CCn2cnc3ccccc3c2=O)cc(OC)c1
0.9% | -11.0%[56.1 µM] | 5.3% | CCOC(=O)C1(CC)Oc2ccccc2C(c2ccc(OC)cc2)=C1C(=O)OC (stereo unspecified)
-6.1% | 0.5% | -3.5% | COc1ccc(S(=O)(=O)N2CCC3(CC2)OCCN3S(=O)(=O)c2ccc(C)cc2)cc1OC
16.4% | 0.0% | · | COCCNC(=O)C1CCC(CNS(=O)(=O)c2ccc3c(c2)CC(C)N3C(C)=O)CC1 (stereo unspecified)
-1.8% | 7.9% | 15.2% | COCCOC(=O)C1=C(C)N(c2ccccc2)C(=O)NC1c1cccc([N+](=O)[O-])c1 (stereo unspecified)
-7.1% | 2.6% | -11.6% | CCCN1CCC(=NNc2ccc(S(=O)(=O)N(CC)CC)cc2[N+](=O)[O-])CC1
-5.7% | 6.7% | 0.7% | N#Cc1cc(N)ccc1Sc1ccccc1
-7.1% | -5.6% | 7.0% | COc1ccccc1OCc1ccc(C(=O)NCc2ccco2)o1
1.0% | 5.6% | -3.4% | COc1cccc(N2CCN(C(=O)c3ccc(CS(=O)c4ccccc4C)o3)CC2)c1 (stereo unspecified)
-3.9% | 8.6% | -1.5% | O=C(NCC1CCN(S(=O)(=O)c2ccccc2)CC1)Nc1ccc(F)cc1
-7.0% | 5.1% | · | Cc1ccc(Cn2cc(CCC(=O)NC3CCCCC3)c3ccccc32)cc1
-5.3% | 0.0% | 1.5% | COc1ccc(C(=O)Cn2c(Br)nc3c2c(=O)n(C)c(=O)n3C)cc1OC
-1.3% | -4.2% | · | CCOc1ccc(-c2cc(C)n3nc(C(=O)Nc4ccc(C)c(C)c4)cc3n2)cc1
-0.8% | · | -3.3% | Cc1ccc(CNC(=O)CCCC(=O)c2ccccc2)cc1
0.2% | 2.9% | 22.3% | Cc1ccc(CC2(O)CC(C)N(C)CC2C)c(C)c1 (stereo unspecified)
-2.2% | · | 11.6% | COc1ccccc1Cc1nc(-c2ccc(C)cc2)no1
-8.6% | 4.4% | ? | COc1cccc(CN2CC34CCC(CC3S2(=O)=O)O4)c1 (stereo unspecified)
20.0% | 0.9% | · | CCc1noc(C)c1C(=O)OCC(=O)NC(C)c1ccccc1 (stereo unspecified)
-2.7% | -2.1% | 7.1% | CC1CN(C(=O)c2cc3ccccc3oc2=O)CC(C)O1 (stereo unspecified)
· | ? | -7.5% | C=CC(C)(C)c1[nH]c2ccccc2c1C1=C(O)C(=O)C(c2c[nH]c3c(CC=C(C)C)cccc23)=C(O)C1=O
-5.9% | 0.0% | 3.4% | CC(C)CCNC(=O)CSc1nc2ccccc2c(=O)[nH]1

Additional structures.
FEN1 inhibitor | TDP1 inh | N370S GC mod | mol
-1.3% | 4.1% | 0.3% | CCCn1c(N2CCN(CC(=O)Nc3ccc4c(c3)OCCO4)CC2)nc2ccccc21
9.0% | 0.0% | 1.6% | CCOc1ccc(/C=N/NC(=O)c2c(-c3ccccc3)noc2C)cc1
-16.0% | · | 4.2% | O=[N+]([O-])c1ccc2c(c1)C(O)n1nc(-c3ccccc3)nc1S2 (stereo unspecified)
-18.8% | 1.0% | -11.5% | COc1cccc(C2=NOC(C(=O)Nc3cccc(C(C)=O)c3)C2)c1OC (stereo unspecified)
2.0% | 5.5% | -6.7% | c1coc(-c2nc(-c3ccncc3)no2)c1
-3.1% | 0.0% | -2.6% | CC(C)CCOCC(=O)Oc1ccccc1C(=O)O
1.9% | -5.3% | · | CCc1cccc(-n2c(=O)c3cccnc3n2CC(=O)NCc2ccccc2Cl)c1
9.2% | 5.2% | 3.7% | Cc1ccc(-n2c(C(C)n3nc(C)c([N+](=O)[O-])c3C)n[nH]c2=S)cc1 (stereo unspecified)
· | -5.1% | 11.8% | O=C(CCCCC(=O)N1CCN(c2ccccc2)CC1)N1CCN(c2ccccc2)CC1
11.6%&-14.1% | -1.5% | -4.5%&2.8% | C=C1CCN(C(C)C(=O)O)S(=O)(=O)c2ccccc21 (stereo unspecified)
· | 9.7%[56.1 µM] | 1.0% | CN(C)Cc1ccccc1-c1ccc2ncnc(N3CCOCC3)c2c1
-2.1% | -2.1% | 3.2% | Cc1ccc(N(CC(=O)NCC2CCCO2)S(C)(=O)=O)cc1Cl (stereo unspecified)
-12.8% | · | 10.1% | CCC(C)c1ccc(NC(=O)c2ccco2)cc1 (stereo unspecified)
· | 3.1% | 9.9% | O=C(O)C1C2C=CC(O2)C1C(=O)NCCCn1ccnc1 (stereo unspecified)
5.1% | · | 3.5% | COc1cc(C(C)=O)ccc1OCC(=O)N(CCC1=CCCCC1)c1c(N)n(Cc2ccccc2)c(=O)[nH]c1=O
-11.8% | 0.0% | 11.0% | CCC(SC1=NCCS1)C(=O)Nc1ccc(S(N)(=O)=O)cc1 (stereo unspecified)
-0.6% | · | -4.4% | Nc1cccc(Oc2ccc3c(c2)C(=O)NC3=O)c1
2.0% | 0.0% | -21.8% | O=C(COC(=O)c1ccc2ccccc2n1)c1ccc(F)cc1
-20.2% | 2.6% | -14.0% | Cc1cc(Br)c(NC(=O)COC(=O)C2CC2C)c(Br)c1 (stereo unspecified)
3.1% | 0.2% | -6.4% | COC(=O)[C@]1(CC(C)C)N[C@H](c2ccc(SC3CCCCC3)c(OC)c2)[C@@H]2C(=O)N(C)C(=O)[C@@H]21
· | 2.1%[56.1 µM] | -0.6%[21.6 µM] | COc1ccc([C@@H]2CC(=O)c3c(O)cc(O[C@H]4O[C@@H](CO[C@H]5O[C@@H](C)[C@@H](O)[C@@H](O)[C@@H]5O)[C@@H](O)[C@@H](O)[C@@H]4O)cc3O2)cc1O
· | -1.2% | -1.4% | CCC(CC)C(=O)Nc1ccncc1
8.2% | 4.4% | -7.3% | CC(Sc1nnc(C2CC2)n1C1CC1)C(=O)NCc1cccs1 (stereo unspecified)
-0.1% | 5.6% | -15.7% | COc1ccc(CC(=O)OC(C)CN2CCOCC2)cc1 (stereo unspecified)
-11.0% | · | 8.1% | NNC(=O)c1[nH]c(-c2ccccc2)cc1-c1ccccc1

Of the compounds above, these have a Cl atom:
FEN1 inhibitor | TDP1 inh | N370S GC mod | mol
-2.0% | -1.2% | 6.7% | CC(NC(=O)CSc1nnc(-c2cc3cc(Cl)ccc3o2)n1C)c1ccccc1 (stereo unspecified)
-5.9% | ? | ? | Cc1ccc(NC(=O)CSc2ccccc2NC(=O)c2ccccc2Cl)cc1Cl
-2.5% | 2.7% | 0.6% | O=C(CN1CCOCC1)Nc1cc([N+](=O)[O-])ccc1Cl
-19.9% | 2.7% | 5.8% | CCOC(=O)C1=C(C)N(C)C(C)=C(C(=O)OCC)C1c1ccc(Cl)cc1
3.6% | 2.6% | 0.3% | COC(=O)CSc1nc2ncc(Cl)cc2[nH]1
16.0% | -7.0% | · | COc1ccc2nc(NC(=O)c3nc(SCc4ccccc4F)ncc3Cl)sc2c1
· | 0.8%[0.0935 µM] | 1.4% | O=[N+]([O-])c1cc(C=Nc2cccc3c(O)cccc23)ccc1Cl
1.9% | -5.3% | · | CCc1cccc(-n2c(=O)c3cccnc3n2CC(=O)NCc2ccccc2Cl)c1
-2.1% | -2.1% | 3.2% | Cc1ccc(N(CC(=O)NCC2CCCO2)S(C)(=O)=O)cc1Cl (stereo unspecified)

Next structures follow.
FEN1 inhibitor | TDP1 inh | N370S GC mod | mol
2.3% | 0.0% | 24.6% | CC(C)N(C(=O)CSc1nc2ccccc2n1Cc1ccccc1)C(C)C
2.8% | 3.3% | 28.3% | C=CCn1c(=S)[nH]c2nc3c(cc2c1=O)CCCC3
-3.4% | -5.3% | -10.0% | CSCCC1NC(=O)N(CC(=O)Nc2c(C(C)C)cccc2C(C)C)C1=O (stereo unspecified)
-3.5% | 6.3% | -1.2% | CC1(C)Cc2nc(N)c(C(=O)NCCO)cc2CO1
-10.5% | · | -7.9% | Cc1ccc2c(c1)N(CC(=O)NC(C)CCc1ccccc1)C(=O)c1cccnc1O2 (stereo unspecified)
-3.3% | -1.3% | · | CCOC(=O)c1c(C)oc2ncnc(Nc3ccc(OC)cc3OC)c12
5.5% | 2.0% | -15.6% | COC(=O)c1ccc(Sc2ccccc2NS(=O)(=O)c2ccc(C)cc2)nc1
-25.9% | · | -3.5% | COc1ccc(/C=N/NC(=S)NCCc2ccccc2)cc1
-0.6% | 2.8% | -9.8% | Cc1[nH]c(=O)[nH]c(=O)c1S(=O)(=O)N1CCN(c2ccccc2F)CC1
-9.6% | · | -7.2% | COCCNc1nc2ccccc2n2cnnc12
0.1% | · | 4.0% | O=C(CC1C(=O)NCCN1C(=O)Nc1ccccc1)Nc1cc(Cl)ccc1Cl (stereo unspecified)
-10.3% | -1.6% | 2.0% | CN(/C=C/C(=C/C=[N+](C)c1ccccc1)OCCCS(=O)(=O)[O-])c1ccccc1
0.3% | 5.1% | -6.8% | CCCCOC(=O)Nc1sc2nc(C)cc(C)c2c1-n1cccc1
9.0% | -3.8% | 2.8% | CCCCn1c(N)c(N(CC(C)C)C(=O)CN2C(=O)c3ccccc3C2=O)c(=O)[nH]c1=O
-2.6% | 1.7% | -2.7% | CN1CCCC1CCNS(=O)(=O)c1ccc(Br)cc1 (stereo unspecified)
-0.4% | 8.3% | 2.7% | COc1cc(C(=O)NCCNC(=O)c2cc(OC)c(C)c(OC)c2)cc(OC)c1C
2.6% | · | -1.6% | COC(=O)CSc1nc2c(cnn2-c2ccc(Cl)cc2)c(=O)[nH]1

Screens deposited in PubChem BioAssay by National Center for Advancing Translational Sciences (NCATS).
